# Source: PubChem (several laboratories)
# DYRK1A inh: blocks rat Dyrk1A kinase activity. Q63470. ADP-Glo luminescence, NFATc1 peptide. inhibition, % at 12.5 µM. 310,000 compounds, 0.43% hits; in the data active = inhibition above about 50%;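 also: plate controls were vehicle with enzyme for no effect and no enzyme for full effect; many of its hits are not listed in these tables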
# GSK3 alpha inh: blocks human GSK-3 alpha kinase | P49840 | ADP-Glo luminescence, 60 min | inhibition, % at 10 µM | 320,000 compounds, 0.1% hits;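 in the data active = inhibition above about 50%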;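 also: GST-tagged GSK-3 alpha with peptide substrate and 25 µM ATP; 0% = DMSO neutral wells and 100% = GW8510 positive control wells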
# RGS4 pot: potentiators or activators of RGS4. HEK293 M3R/inducible RGS4, carbachol calcium flux Fluo4; active compounds read low. B-score at 10 µM. 310,000 compounds, 0.92% hits. AID 463111;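 active = B-score of the integrated calcium signal more than 4 SD below the library mean, with starting fluorescence not abnormally high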;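 also: negative B-score means reduced calcium response which marks RGS4 activation or potentiation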
#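 System: HEK293 FlpIn-TREx cells, stable M3R, doxycycline-inducible RGS4. Timing: overnight RGS4 induction, 30 min dye load 37 °C, 20 min compound RT. Also added: carbachol, ECmax concentration. Measured by: Fluo4 fluorescence kinetic imaging of calcium. Evaluation: integrated calcium ratio converted to B score.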
# PolyA inh: blocks polyadenylation in yeast reporter cells; S. cerevisiae SKY197-pL101 polyadenylation reporter, beta-gal luminescence; efflux-impaired pdr1/pdr3 knockout yeast; score 100 = 6 SD above DMSO; AID 1875; calls only at 12 µM; 300,000 compounds, 0.02% hits;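 active = lowest replicate activity score at least 50, where 100 means six control SD above control mean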;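 also: yeast exposed to compound for 9 h at 30 °C; higher score means more reporter readthrough which indicates perturbed polyadenylation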
# KCNK9 inh: human KCNK9 channel inhibition | 310,000 compounds, 1.2% hits | HEK293 KCNK9, FluxOR thallium flux fluorescence; active compounds read low | B-score at 10 µM | AID 488922 | Q9NPC2;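 active = ratio B-score over 3 SD below the library mean, with starting fluorescence within 5 SD of its mean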;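 also: negative B-score means less thallium flux so channel inhibition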
# hERG rescue: hERG (human) protection from proarrhythmic block | 310,000 compounds, 0.51% hits | activation (rescue from dofetilide block), less the hit threshold, % at 10 µM | CHO-hERG, FluxOR thallium flux, dofetilide IC70 present | Q12809;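 active = activation above the mean of controls blocked by dofetilide plus 5 SD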;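 also: thallium influx through hERG after potassium depolarization seen as dye fluorescence rise; in these data hits start at about 4.7%; inactives centre near -7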
# KCNK3 inh: human KCNK3 channel inhibition, primary screen. O14649. CHO-KCNK3 thallium flux, FluxOR fluorescence; active compounds read low. B-score at 10 µM. 340,000 compounds, 0.84% hits;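 active = B-score under library mean minus 4 SD, starting fluorescence ratio at most library mean plus 5 SD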;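 also: more negative B-score means stronger inhibition of thallium flux through KCNK3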
# RGS4 block: inhibitors of human RGS4; 310,000 compounds, 0.45% hits; HEK293 M3R/RGS4 inducible, Fluo-4 calcium flux; active compounds read high; triggered by carbachol at its EC20; B-score at 10 µM; AID 463165;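 active = B-score, a plate-corrected calcium signal, over three deviations above library mean, with baseline fluorescence within five deviations of library mean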;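 also: RGS4 expression induced by doxycycline in cells with stable M3 receptor; B-score is computed from the integrated fluorescence ratio over baseline after carbachol; higher B-score means a larger calcium signal and so more RGS4 inhibition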
# KCNQ1 block: human KCNQ1 channel inhibition; P51787; CHO-K1 KCNQ1, FluxOR thallium flux fluorescence; active compounds read high; B-score at 10 µM; 310,000 compounds, 1.3% hits; AID 2642;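 active = compounds whose thallium flux B-score, printed positive for inhibition, exceeds three library SD while starting fluorescence stays within three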;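 also: channel opened by potassium depolarization with thallium stimulus after 20 min compound exposure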
# Target sequence (P51787 whole entry, looked up): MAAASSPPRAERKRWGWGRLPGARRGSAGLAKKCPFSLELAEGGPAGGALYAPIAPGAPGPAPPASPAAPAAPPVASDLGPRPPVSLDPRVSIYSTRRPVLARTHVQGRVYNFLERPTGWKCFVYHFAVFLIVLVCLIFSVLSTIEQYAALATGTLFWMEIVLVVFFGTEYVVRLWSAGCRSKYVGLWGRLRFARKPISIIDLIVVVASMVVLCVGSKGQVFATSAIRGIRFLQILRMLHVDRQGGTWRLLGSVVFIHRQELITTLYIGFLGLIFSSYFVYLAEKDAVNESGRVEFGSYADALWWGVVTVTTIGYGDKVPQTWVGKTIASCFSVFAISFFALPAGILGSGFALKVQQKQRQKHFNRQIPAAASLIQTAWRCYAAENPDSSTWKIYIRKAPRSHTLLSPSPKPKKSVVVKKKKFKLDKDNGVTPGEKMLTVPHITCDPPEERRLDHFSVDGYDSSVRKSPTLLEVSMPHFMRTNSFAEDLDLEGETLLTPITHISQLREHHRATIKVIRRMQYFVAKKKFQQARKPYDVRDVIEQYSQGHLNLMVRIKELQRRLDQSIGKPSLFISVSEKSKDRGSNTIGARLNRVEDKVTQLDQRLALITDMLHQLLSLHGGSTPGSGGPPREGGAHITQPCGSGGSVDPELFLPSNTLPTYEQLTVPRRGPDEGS
# KCNQ1 act: potentiates or activates the human KCNQ1 potassium channel; P51787; B-score at 10 µM; CHO-K1 KCNQ1, thallium flux FluxOR fluorescence; active compounds read high; 310,000 compounds, 0.35% hits; AID 2648;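 active = fluorescence ratio B-score, a plate-corrected score, at least three library SD, with initial intensity B-score within 5 SD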
#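 assay system = KCNQ1-transfected CHO-K1 cells | medium = assay buffer with matched DMSO | probe or stimulus = depolarizing K+/Tl+ stimulus, K2SO4 and Tl2SO4 each 12.5 mM in 5x stock | dosing = single dose | incubation = dye 90 min, compound 20 min, room temperature | detection = kinetic FluxOR fluorescence, 10 s baseline plus 110 s post-stimulus | evaluation = ratio B score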
# GSK3B inh: blocks human GSK3beta kinase activity | GST-GSK3beta kinase, ADP-Glo luminescence, 60 min; active compounds read low | activity score (negative = inhibition), % at 10 µM | 300,000 compounds, 0.038% hits;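 active = more than half of replicate wells score below -50%, meaning over 50% inhibition versus plate controls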;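 also: 0% = median DMSO wells and -100% = median GW8510 positive control wells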
# Target sequence (P49841 whole entry, looked up): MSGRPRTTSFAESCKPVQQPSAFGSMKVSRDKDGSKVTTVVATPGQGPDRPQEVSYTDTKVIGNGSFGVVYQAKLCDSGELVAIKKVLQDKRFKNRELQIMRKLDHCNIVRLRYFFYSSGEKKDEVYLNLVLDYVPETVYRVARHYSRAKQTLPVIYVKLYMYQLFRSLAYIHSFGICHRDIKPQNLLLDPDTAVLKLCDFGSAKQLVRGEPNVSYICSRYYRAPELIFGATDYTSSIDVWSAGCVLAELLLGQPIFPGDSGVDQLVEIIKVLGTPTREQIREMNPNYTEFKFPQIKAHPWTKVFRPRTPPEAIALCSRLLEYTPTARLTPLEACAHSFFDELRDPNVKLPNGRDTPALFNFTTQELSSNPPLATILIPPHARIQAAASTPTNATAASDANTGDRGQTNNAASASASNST
#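 Assay system: GST-fused GSK3beta enzyme, cell-free / Medium: Tris pH 7.5 buffer with MgCl2, DTT, BSA, heparin / Also added: peptide substrate plus 25 µM ATP (final) / Compound: 10 µM single point / Timing: kinase reaction with compound 60 min at room temperature / Detection: ADP-Glo luminescence / Benchmarks: DMSO neutral wells and GW8510 at 20 µM as positive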
# Starred values were filed as active, the others as inactive; i = inactive; . = no result given. An excerpt; count on the stated rates, not on these rows.
# Value order: GSK3B inh, KCNQ1 block, KCNK3 inh, DYRK1A inh, RGS4 pot, RGS4 block, KCNK9 inh, hERG rescue, KCNQ1 act, GSK3 alpha inh, PolyA inh
Cc1ccccc1N1C(=O)c2ccccc2C1O (stereo not drawn)
 : 2.2, i, i, -4.1, i, i, i, -3.2, i, 11.0, i
Cc1cccc(-c2nnc(NC(=O)c3cccs3)s2)c1
 : 5.2, i, i, -1.0, i, i, i, -9.7, i, -3.4, i
O=C(CNCc1ccccc1)NC1C2CC3CC(C2)CC1C3 (stereo not drawn)
 : 4.1, i, i, 7.1, i, i, i, -11.2, i, ., i
COC(=O)C1CCN(C(=O)COC(=O)c2ccc(OC)c(S(=O)(=O)N3CCCc4ccccc43)c2)CC1
 : -5.3, i, i, -5.7, i, i, i, -1.4, i, 0.1, i
O=C(O)c1cnc(-c2ccccc2)nc1Oc1ccc(Cl)cc1
 : 5.9, i, i, 10.8, i, i, i, -7.0, i, -2.6, .
COc1ccc2c(c1)NC1(O)c3ccccc3C(=O)C21O (stereo not drawn)
 : -1.5, i, i, -0.7, i, i, i, -3.0, i, -2.4, i
Cc1cccc(-c2nc3c(c(SCC(=O)N4CCOCC4)n2)CCCC3)c1
 : -0.9, i, i, 11.6, i, i, i, -7.1, i, -1.0, i
COc1ccc(Br)cc1-c1noc(-c2ccncc2)n1
 : -3.4, i, i, 6.1, i, i, i, -6.9, i, -0.2, i
O=[N+]([O-])c1ccc(S(=O)(=O)c2ccccc2)nc1
 : 2.1, i, i, 2.2, i, i, i, -23.4, i, 3.4, i
COc1ccc(-c2nn(-c3ccccc3)cc2/C=C/C(=O)N2CCOCC2)cc1OC
 : 1.8, i, i, -1.4, i, i, i, -28.4, i, -0.3, i
O=C(CCSCCC(=O)NCc1ccco1)NCc1ccco1
 : ., i, ., ., i, i, i, -8.1, i, 1.9, i
CN(C(=O)COC(=O)Cc1c(Cl)cccc1Cl)c1c(N)n(Cc2ccccc2)c(=O)[nH]c1=O
 : 1.5, i, i, 9.4, i, i, i, -14.0, i, -2.8, i
COc1ccccc1NC(=O)N1CCN(c2ccccc2F)CC1
 : 1.7, i, i, -2.0, i, i, i, -6.2, i, -0.3, i
CCC(OC(=O)c1cccs1)C(=O)NCc1ccc(C)cc1 (stereo not drawn)
 : 0.8, i, i, 5.0, i, i, i, -17.4, i, -1.4, i
Cc1cc(C)c(C)c(OCC(=O)NCc2nc(-c3ccccc3)no2)c1
 : 4.7, i, i, 2.4, i, i, i, -3.6, i, -1.2, i
O=C(O)c1ccccc1Nc1ccc2nonc2c1[N+](=O)[O-]
 : -0.6, i, i, -1.2, i, i, i, -9.4, i, ., i
CCc1cc2c(=O)n(-c3ccccc3)c(SCC(=O)O)nc2s1
 : ., i, i, 5.7, i, i, i, -2.7, i, -2.7, i
CC(/C=N/NC(=O)c1cc(-c2ccccc2)nc2ccccc12)=C\c1ccco1
 : 1.7, i, i, -1.1, i, i, i, -2.7, i, 0.0, i
N=c1c2c(-c3ccccc3)c(-c3ccccc3)n(Cc3ccco3)c2ncn1CCCN1CCOCC1
 : -6.5, i, i, -3.7, i, i, i, -5.1, i, 0.5, i
COc1ccc(-c2nc3ccc(C)cn3c2NCc2ccccc2)cc1SC1CCCCC1
 : -0.9, i, i, 0.0, i, i, i, -8.2, i, -1.9, i
CC(=O)N/C(=C/c1ccccc1)C(=O)NCCO
 : 0.5, i, i, 0.0, i, i, i, -5.8, i, -2.2, i
CCc1ccc(NC(=O)C2CCCN2S(=O)(=O)c2ccc3c(c2)n(C)c(=O)c(=O)n3C)cc1 (stereo not drawn)
 : -2.7, i, i, -8.9, i, i, i, -7.6, i, -0.4, i
CCn1c(Cc2ccccc2)nnc1SCC(=O)Nc1ccc(N)cc1
 : 1.7, i, i, 2.1, i, i, i, 1.2, i, -5.1, i
O=C(NC(=O)c1c(F)cccc1F)Nc1ccccc1SC(F)F
 : 2.4, i, i, -2.4, i, i, i, -9.4, i, -2.4, i
CC(C)Oc1ccc(C(=O)NC2CCN(Cc3ccccc3)CC2)cc1
 : 0.3, i, i, 1.2, i, i, i, 2.0, i, -0.2, i
O=C(NC1CC1)c1c[nH]c2ccc(S(=O)(=O)Nc3cccc(C(F)(F)F)c3)cc2c1=O
 : 0.7, i, i, 9.0, i, i, i, -7.6, i, -1.9, i
CCc1nnc(NC(=O)C2CCN(c3nc(C)cc(C)n3)CC2)s1
 : -6.9, i, i, 3.9, i, i, i, -11.8, i, ., i
COc1ccc(N2C(=O)CC(N3CCN(c4ccccc4OC)CC3)C2=O)cc1 (stereo not drawn)
 : -1.5, i, i, -3.1, i, i, i, -14.8, i, -0.1, i
COc1ccc(N2CC(O)=C(c3nc4ccccc4s3)C2=N)cc1
 : -2.6, i, i, -5.1, i, i, i, 3.6, i, -0.3, i
CC(C)C(=O)NC(c1ccco1)c1c(O)ccc2ccccc12 (stereo not drawn)
 : 0.0, i, i, 1.6, i, i, i, -9.8, i, 0.9, i

# Value order: GSK3B inh, KCNQ1 block, KCNK3 inh, DYRK1A inh, RGS4 pot, RGS4 block, KCNK9 inh, hERG rescue, KCNQ1 act, GSK3 alpha inh, PolyA inh
COc1ccc(Nc2nc(N3CCN(S(C)(=O)=O)CC3)nc3ccccc23)c(OC)c1
 : ., i, i, 2.4, i, i, i, -7.4, i, -1.3, i
Cc1ccc(C(=O)Nc2ncc3c(Cl)cccc3n2)cc1
 : -2.7, i, i, 10.9, i, i, i, -8.8, i, -0.4, i
O=C(NCc1ccccn1)c1cnc2sccn2c1=O
 : ., i, i, 21.3, i, i, i, -9.5, i, 1.9, i
Cc1ccc(C(C(=O)NCc2ccco2)N(C(=O)CNC(=O)c2cccs2)c2c(C)cc(C)cc2C)cc1 (stereo not drawn)
 : 4.4, i, i, 6.2, i, i, i, -1.6, i, 0.2, i
CC(NC(=O)c1ccc(NS(C)(=O)=O)cc1)c1ccccc1 (stereo not drawn)
 : 2.3, i, i, 3.5, i, i, i, -8.0, i, 3.9, i
COc1ccc(/C=N/NC(=O)c2ccc3c(c2)OCCO3)cc1[N+](=O)[O-]
 : 0.1, i, i, -0.3, i, i, i, -9.4, i, 1.4, i
O=C(CSc1nnc(NC(=O)C2CCC2)s1)Nc1ccc(N2CCOCC2)cc1
 : 3.4, i, i, 5.7, i, i, i, -6.9, i, -0.3, i
Cc1oc(CC(C)C)cc1C(=O)NCCCC(=O)O
 : -0.8, i, i, -2.0, i, i, i, -9.0, i, -3.1, i
O=C(NCCCO)/C(=C/c1ccco1)NC(=O)c1ccc(Br)o1
 : 0.9, i, i, ., i, i, i, -7.6, i, ., i
COc1ccc(/C=N/NC(=O)C(=O)Nc2ccccn2)cc1OC
 : 0.1, i, i, 6.9, i, i, i, -8.2, i, -0.8, i
c1cnn(-c2nc(N3CCOCC3)nc(N3CCOCC3)n2)c1
 : 0.0, i, i, 0.9, i, i, i, -9.0, i, 0.5, i
Nc1c([N+](=O)[O-])cnnc1-c1ccccc1
 : 2.2, i, i, 1.1, i, i, i, -7.2, i, ., i
Cc1ccc(-c2ccc(SCC(=O)NCC3CCCO3)nn2)cc1 (stereo not drawn)
 : 1.4, i, i, -3.2, i, i, i, -5.7, i, 0.8, i
O=C(CNC(=O)C1CCCCC1)Nc1cc(Cl)cc(Cl)c1
 : -0.3, i, i, -4.3, i, i, i, -10.9, i, 0.0, i
COc1ccnc2c1c(=O)n(Cc1c(F)cccc1Cl)c(=O)n2C
 : 1.9, i, i, -3.2, i, i, i, -3.3, i, -2.0, i
CON/C=C(\C=Nc1ccc(F)cc1)c1ncc(C(F)(F)F)cc1Cl
 : 5.6, i, i, -0.4, i, i, i, -9.8, i, -1.4, i
COc1cc2c(cc1C=O)OC(C)C2 (stereo not drawn)
 : -0.3, i, i, -3.0, i, i, i, -10.6, i, 1.0, i
c1ccc(OCc2nc3c4c(ncn3n2)-c2ccccc2CC42CCCC2)cc1
 : -0.3, i, i, 1.6, i, i, i, -5.7, i, -4.8, i
Cc1cc(C(=O)CSc2nnnn2-c2ccccc2)c(C)n1-c1ccc2c(c1)OCO2
 : 2.5, i, i, -1.0, i, i, i, -13.3, i, -2.8, i
CCC1Oc2ccccc2N(CC(=O)NCCCN2CCCC2)C1=O (stereo not drawn)
 : 3.8, i, i, 1.8, i, i, i, -2.6, i, -3.2, i
COc1ccc(N(C(=O)/C=C/c2ccc(OC)c(OC)c2)C2=CC3CCC(C2)N3C)cc1 (stereo not drawn)
 : 2.8, i, i, 3.4, i, i, i, -8.6, i, -12.8, i
Cn1cc(C=C2C(=O)OC3(CCCCC3)OC2=O)c2ccccc21
 : 0.8, i, i, 8.3, i, i, i, -11.6, i, -5.4, i
CCN(CC)c1ccc(/C=N/OC(C)C(=O)Nc2ccc(C)cc2)cc1 (stereo not drawn)
 : 0.5, i, i, -2.7, i, i, i, -13.2, i, 0.1, i
CN1CCN(NC(=O)c2cccc(S(=O)(=O)N3CCCCCC3)c2)CC1
 : 1.6, i, i, -3.6, i, i, i, -5.2, i, -0.6, i

# 5 of the compounds above, in CSV form.
compound,GSK3B inh,KCNQ1 block,KCNK3 inh,DYRK1A inh,RGS4 pot,RGS4 block,KCNK9 inh,hERG rescue,KCNQ1 act,GSK3 alpha inh,PolyA inh
COc1ccc(N2C(=O)CC(N3CCN(c4ccccc4OC)CC3)C2=O)cc1 (stereo not drawn),-1.5,i,i,-3.1,i,i,i,-14.8,i,-0.1,i
COc1ccnc2c1c(=O)n(Cc1c(F)cccc1Cl)c(=O)n2C,1.9,i,i,-3.2,i,i,i,-3.3,i,-2.0,i
CC(NC(=O)c1ccc(NS(C)(=O)=O)cc1)c1ccccc1 (stereo not drawn),2.3,i,i,3.5,i,i,i,-8.0,i,3.9,i
CC(C)C(=O)NC(c1ccco1)c1c(O)ccc2ccccc12 (stereo not drawn),0.0,i,i,1.6,i,i,i,-9.8,i,0.9,i
O=C(CSc1nnc(NC(=O)C2CCC2)s1)Nc1ccc(N2CCOCC2)cc1,3.4,i,i,5.7,i,i,i,-6.9,i,-0.3,i
